Screens deposited in PubChem by National Center for Advancing Translational Sciences (NCATS).
TGFb inhibitor: inhibitors of TGF-b signaling | AID 588855 | Potency, µM (doses to about 46.1 µM), for inactives: top-dose activity, negative = inhibition, most hits filed as inhibitors | HepG2 CAGA-GFP TGF-b/SMAD3 reporter, GFP fluorescence, 18 h; TGF-beta stimulated, 500 pg/mL final | 410,000 tested, 1.2% active; also: potency is read from the fitted curve at half-maximal effect; % is scaled to controls: 0 for no effect and ±100 for the full control effect; nearly all actives have a fitted effect of over 65% in size
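Read-out: total well GFP (ex488/em500-530) summed from mean per-cell fluorescence. Cells: HEPG2 CAGA-GFP, 1% FBS DMEM, 18 h at 37 degrees C with 500 pg/mL final TGF-beta. Unstimulated wells served as the full-inhibition control; stimulated DMSO wells = 0%.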
EPAC2 ag: EPAC2 (human) agonism | 360,000 tested, 0.079% active | Potency, µM (top dose mostly 154 µM), without a hit: top-dose activation, hits mostly activators | EPAC2 activation, biochemical qHTS; response scale: 100% = 6.5 mM cAMP response | Q8WZA2; also: potency is read from the fitted curve at half-maximal effect; nearly all actives have a fitted effect of over 50% in size
Target sequence (Q8WZA2 whole entry, looked up): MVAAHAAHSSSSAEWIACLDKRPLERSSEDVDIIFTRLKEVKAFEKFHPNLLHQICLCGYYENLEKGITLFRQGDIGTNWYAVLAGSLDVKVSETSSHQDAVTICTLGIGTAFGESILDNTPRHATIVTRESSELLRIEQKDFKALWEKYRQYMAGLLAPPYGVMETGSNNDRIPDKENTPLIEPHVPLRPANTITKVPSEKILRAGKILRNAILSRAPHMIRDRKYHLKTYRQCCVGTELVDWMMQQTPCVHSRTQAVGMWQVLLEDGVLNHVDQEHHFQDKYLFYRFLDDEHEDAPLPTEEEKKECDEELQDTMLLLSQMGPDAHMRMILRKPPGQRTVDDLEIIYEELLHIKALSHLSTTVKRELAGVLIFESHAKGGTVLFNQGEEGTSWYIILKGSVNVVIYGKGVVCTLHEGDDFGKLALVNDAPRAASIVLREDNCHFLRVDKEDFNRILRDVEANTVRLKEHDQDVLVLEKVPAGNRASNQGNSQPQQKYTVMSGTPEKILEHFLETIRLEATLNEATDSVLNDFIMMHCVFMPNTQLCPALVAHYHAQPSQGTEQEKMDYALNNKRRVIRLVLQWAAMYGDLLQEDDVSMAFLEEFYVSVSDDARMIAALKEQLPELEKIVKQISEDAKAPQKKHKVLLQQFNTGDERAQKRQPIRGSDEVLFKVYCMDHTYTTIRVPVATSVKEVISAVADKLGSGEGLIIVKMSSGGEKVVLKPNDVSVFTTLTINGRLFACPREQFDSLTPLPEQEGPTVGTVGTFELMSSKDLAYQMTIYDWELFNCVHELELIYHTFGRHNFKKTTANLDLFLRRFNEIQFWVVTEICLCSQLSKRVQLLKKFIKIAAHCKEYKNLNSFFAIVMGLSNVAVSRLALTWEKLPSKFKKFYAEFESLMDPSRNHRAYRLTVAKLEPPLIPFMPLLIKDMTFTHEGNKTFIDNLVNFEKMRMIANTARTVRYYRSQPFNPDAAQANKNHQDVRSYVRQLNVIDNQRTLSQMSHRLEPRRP
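Nucleotide exchange monitored as fluorescence drop when BODIPY-GDP leaves Rap1B. Reaction: 100 nM EPAC2, 250 nM RAP1B-BODIPY-GDP, 50 uM GDP, room temperature, kinetic read over 30 min. Activity expressed relative to 6.5 mM cAMP.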
HepG2 viability: HepG2 cytotoxicity, counter-screen for TGF-b inhibitors | HepG2 CAGA-GFP viability, ATP luminescence, 18 h | Potency, µM (highest dose often 46.1 µM), for inactives: at the highest dose activity change, negative = cytotoxicity, hits mostly cytotoxic | 410,000 tested, 0.76% active | AID 588856; also: potency is read from the fitted curve at half-maximal effect; some results filed as inactive show a strong effect at the top dose
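HepG2 CAGA-GFP cells (1000/well, DMEM with 1% FBS) received compound, then TGF-beta at 500 pg/mL final, and were incubated 18 hours at 37 degrees C. Viability was read by CellTiter-Glo luminescence. Media-only wells were set as complete cell-killing and DMSO as no toxicity.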
Nrf2 ARE act: activates Nrf2 signaling; AREc32 ARE-luciferase reporter (MCF7-derived line), luminescence, 24 h; Potency, µM (titrated, usually from 46.1 µM), inactives show top-dose activation, hits mostly activators; 410,000 tested, 0.31% active; also: potency is read from the fitted curve at half-maximal effect; % of control where 0% means no effect; nearly all actives have a fitted effect of over 65% in size
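AREc32 cells carrying an ARE-driven firefly luciferase, 1000 cells/well in OPTI-MEM with 5% FBS, dosed after overnight attachment and incubated 24 hr at 37 deg C. Steady-Glo luminescence read after 30 min at RT.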
Nrf2 block: Nrf2 pathway inhibition; AID 504444; 360,000 tested, 2.1% active; A549 ARE-Fluc reporter, luciferase luminescence, 18-24 h; Potency, µM (series often up to 46 µM), for inactives: top-dose activity change, negative = inhibition, hits mostly inhibitors; also: potency is read from the fitted curve at half-maximal effect; % is scaled to controls: 0 for no effect and ±100 for the full control effect; nearly all actives have a fitted effect of over 60% in size
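Reporter: ARE-Fluc in A549. Exposure: 18-24 h, 37 °C, 5% CO2, 5% FBS OPTI-MEM. Readouts: fluorescent cytotoxicity (CellTiter-Fluor), then luminescent Nrf2 signal after BugLite.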
IL-2 act: activates IL-2 in a cell-based reporter assay | IL-2 activation reporter assay, cell-based qHTS; stimulated with anti-CD3/CD4/CD28 beads; in transgenic mouse T cells | activation, % (series mostly up to about 46 µM) | 360,000 tested, 0.065% active | AID 652025; in the data active = activation above about 50%; inconclusive = mostly about 30% to 49%; also: 0% is about no effect
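First, unstimulated transgenic mouse T cells were exposed to compound for 60 min. Next, anti-CD3/anti-CD4-coated beads with anti-CD28 were added. Finally, after 18 h at 37 degrees C, EGFP and DsRed were imaged.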
ATXN2 expr inh: inhibitors of ATXN2 expression; Potency, µM (series often up to 57 µM), without a hit: at the top dose activity change, negative = inhibition, usual class: inhibitors; AID 1745845; 360,000 tested, 0.72% active; HEK-293 ATXN2-luciferase reporter, luminescence, 24 h; also: potency is read from the fitted curve at half-maximal effect; % is scaled to controls: 0 for no effect and ±100 for the full control effect; nearly all actives have a fitted effect of over 55% in size
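qHTS (up to 57 uM final) was run with 24 h compound exposure of reporter cells at 37 °C. Each well was multiplexed: SteadyGlo luminescence measured ATXN2-luciferase expression after a fluorogenic Gly-Phe-AFC viability readout (25 uM final).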
A549 tox: kills or reduces viability of A549 cells in Nrf2 counter-screen; A549 ARE-Fluc cells, CellTiter-Fluor viability, 18-24 h; Potency, µM (top dose mostly 46 µM), without a hit: top-dose activity change, negative = cytotoxicity, most hits filed as inhibitors; 390,000 tested, 0.16% active; also: potency is read from the fitted curve at half-maximal effect; % is scaled to controls: 0 for no effect and ±100 for the full control effect
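A549 ARE_Fluc cells in 5% FBS OPTI-MEM were exposed to compounds in concentration-response for 18-24 h at 37 deg C. Viability was read by CellTiter-Fluor fluorescence (Ex 405/Em 525) after 30 min, before the luciferase read.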
ATXN viability: viability counter-screen for ATXN expression inhibitors; 400,000 tested, 0.49% active; S2 cells (HEK-293 line with an ATXN2-luciferase reporter) viability, CellTiter-Fluor protease fluorescence, 24 h; Potency, µM (highest dose often 56.7 µM), actives largely listed as cytotoxic; also: potency is read from the fitted curve at half-maximal effect; nearly all actives have a fitted effect of over 40% in size
* = called active by the depositor; i = inactive; ? = inconclusive; . = not tested or not shown; & = joins results of further samples; ! = a repeat was not active; [ ] = another dose, or the depositor's remark. Unless noted, calls follow the shape of the dose curve; as a rule, active = well fitted curve in the direction sought with a large enough effect; inconclusive = small, poorly fitted or top-dose-only effect, or another doubt; inactive = no such curve, though single readings can be large; an effect the other way counts as inactive or inconclusive. The list is partial; the hit share may differ from the screen's.

SMILES	TGFb inhibitor	EPAC2 ag	HepG2 viability	Nrf2 ARE act	Nrf2 block	IL-2 act	ATXN2 expr inh	A549 tox	ATXN viability
O=C(CCCc1ccccc1)NCCc1cnc[nH]1	1%	17%	-12%	-0.9%	6%	-2.6	5%	3%	i
NC(N)=Nc1ccc2[nH]c3c(c2c1)C[C@@]1(O)[C@H]2Cc4ccc(O)c5c4[C@@]1(CCN2CC1CC1)[C@H]3O5	14µM*!	6%	-53%&-27%	?	30%&22%	-0.9	-10%	-8%&-1%	?
Cc1ccc(CN(C)C(=O)c2cccc(S(=O)(=O)N3CCN(c4ccccc4)CC3)c2)cc1	?	6%	-9%	0.2%	?	-5.0	-25%	-8%	?
CC1([N+](=O)[O-])COP(=O)(Nc2ccc(Cl)cc2)OC1 (stereo not given)	9%	-4%	-1%	2.7%	-2%	-1.5	-5%	2%	i
CC(=NCCC1=CCCCC1)c1c(O)n(-c2ccccc2)c(=O)[nH]c1=O	0%	1%	-65%	-0.2%	?	-1.2	-16%	8%	i
CCOP(=O)(OCC)C(O)c1ccc(OC)c(OC)c1 (stereo not given)	-11%	-3%	5%	-0.1%	.	0.4	4%	12%	i
c1ccc(CC(NCc2ccco2)c2ccccc2)cc1 (stereo not given)	-14%	3%	-14%	9.8%	?	0.3	-2%	1%	i
COP(=O)(OC)c1nc(-c2cccc3ccccc23)oc1NCCc1ccccc1	?	5%	-11%	6.5%	?	-3.2	9%	-3%	.
CCC(CO)Nc1ccc([N+](=O)[O-])c2cccnc12 (stereo not given)	-21%	-4%	-29%	0.3%	-17%	0.5	6%	-26%	?
COc1cc(C(=O)OC2C[C@H]3CC[C@@H](C2)N3C)ccc1O (stereo not given in full)	-12%	4%	-16%	3.0%	8%	1.2	-23%	10%	i
Cc1cccc(C)c1-n1nnnc1C(c1cccs1)N1CCC(n2c(=O)[nH]c3ccccc32)CC1 (stereo not given)	?	7%	-4%	0.5%	.	0.1	?	.	.
Cc1cc(C(=O)Nc2ccc3c(c2)OCCO3)nn1C(C)(C)C	43%[activator]	12%	32%	1.9%	?	0.1	9%	?	i
O=C(C(=O)N1CCOCC1)c1cn(Cc2ccccc2Cl)c2ccccc12	0%	4%	0%	0.5%	0%	0.8	.	2%	i
O=C(Cn1c(=O)oc2cc(S(=O)(=O)N3CCCCCC3)ccc21)NCc1ccccc1Cl	?	.	-43%	-1.1%	.	.	.	-22%	.
CCc1ccc(C2=NN(CCC(=O)N3CCC4(CC3)OCCO4)C(=O)CC2)cc1	-13%	11%	-16%	3.1%	2%	-4.5	-3%	3%	i
COc1ccc(C(C)=O)cc1CC(C(=O)c1ccc(C)c(C)c1)N(C)C (stereo not given)	1%	-13%	3%	0.5%	6%	-3.4	5%	6%	i
CCOc1cc(CNCCc2ccccc2F)ccc1OC	0%	10%	-26%	-0.6%	13%	0.6	.	-2%	i
COC(=O)C1=C(c2cccc(OCc3ccccc3)c2)C[C@@H]2CC[C@H]1N2C(=O)NCCCOC(C)C	?	12%	-6%	3.2%	?	-0.4	-27%	1%	i
C/C(N)=C(/C#N)C(=O)CSc1nc2cc(Cl)ccc2c(=O)n1-c1ccc(C)cc1	8%	2%	-30%	2.7%	?	5.9	-39%	-10%	i
CCCCn1c(NC(=O)c2ccco2)c(C(=O)OCC)c2nc3ccccc3nc21	-2%	5%	-32%	?	-20%	0.1	-14%	21%	.
CCN(CC)c1ccc(N=Cc2c(O)n(Cc3ccccc3)c(=O)[nH]c2=O)cc1	30%&15%	26%&9%	2%&-11%	-0.5%&-0.8%	2%&11%	-1.5&28	-17%	1%&8%	i
O=c1[nH]c2ccccc2n1C1CCN(C(c2cccs2)c2nnnn2Cc2ccccc2)CC1 (stereo not given)	?	11%	-31%	-0.8%	.	1.8	?	.	.
COC(=O)C1=C(c2cccc(OC)c2OC)C[C@@H]2CC[C@H]1N2C(=O)NC1CC1	0%	4%	6%	0.0%	-3%	-0.4	9%	-6%	i
COc1ccc(C(=O)NC(=S)N2C[C@H]3C[C@H](C2)c2cccc(=O)n2C3)cc1	6%	5%	-2%	0.3%	13%	-0.5	9%	-4%	i
CN1CCc2cc3c(cc2C1)OCO3	1%	5%	-12%	-0.5%	2%	-0.5	5%	3%	i
Further records follow:
SMILES	TGFb inhibitor	EPAC2 ag	HepG2 viability	Nrf2 ARE act	Nrf2 block	IL-2 act	ATXN2 expr inh	A549 tox	ATXN viability
COc1cc(C=C2C(=O)NC(=O)NC2=O)ccc1OS(=O)(=O)c1ccccc1[N+](=O)[O-]	-1%	3%	-10%	?	26%	0.3	0%	-5%	i
CNC(=O)c1cccn(Cc2cc(C(F)(F)F)cc(C(F)(F)F)c2)c1=O	4%	-11%	-1%	6.6%	5.2µM*	-0.2	-21%	-19%	?
CCCc1cc(=O)oc2cc(OCC(=O)N3C[C@H]4C[C@@H](C3)c3cccc(=O)n3C4)ccc12	23%	1%	-9%	-0.8%	0%	0.3	-10%	-1%	i
Cc1noc(C)c1COc1ccc(C(=O)NCC2(N(C)C)CCCCC2)cc1	-6%	1%	-22%	6.4%	.	-2.8	.	.	i
Cc1cc(C(=O)CS(=O)(=O)c2ccccc2)cc(C)c1OC(=O)N(C)C	0%	1%	-20%	0.2%	?	0.5	-9%	-1%	i
COc1ccc(NC(=O)CN(C)C(=O)CSC(c2ccccc2)c2ccccc2)cc1	?	9%	-48%	5.8%	?	-0.4	.	?	i
CCCCN1C(=O)NC(=O)C2(Cc3ccccc3N3CCOCC32)C1=O (stereo not given)	?	4%	2%	0.0%	6%	4.8	6%	1%	i
O=C(/C=C/c1c[nH]c2ccccc12)c1c(O)n(CCc2ccccc2)c(=O)[nH]c1=O	106%[activator]	-14%	-16%	6.5%	-11%	15	29%	-17%	.
Brc1ccc(Oc2cc(Br)c(Br)cc2Br)c(Br)c1	4%	6%	-3%	2.4%	20%	-0.4	8%	2%	i
CCC(CO)(C(=O)OC1CC2CCC(C1)N2C)c1ccccc1 (stereo not given)	-5%	7%	0%	2.4%	1%	-0.5	.	5%	i
O=C(COc1ccc(S(=O)(=O)N2CCOCC2)cc1)N1CCN(Cc2ccc3c(c2)OCO3)CC1	6%	2%	-3%	-0.1%	?	-1.4	-21%	-7%	i
CCCCN1CCS(=O)(=O)N(Cc2ccccc2Br)CC(C(=O)OC)C1 (stereo not given)	?	7%	0%	?	12%	-0.8	-10%	-3%	i
Cc1ccc(-c2nc3ccccc3c(=O)n2-c2ncccc2C)cc1	-6%	1%	4%	0.3%	-1%	-2.1	7%	10%	i
COc1ccc(/C=C/C=C2C(=O)NC(=S)NC2=O)cc1	-2%	1%	-10%	3.5%	?	0.9	?	-14%	?
Cn1c(N)c(C(=O)COC(=O)Cc2ccccc2)c(=O)n(C)c1=O	-8%	0%	-15%	0.1%	3%	-0.2	-1%	2%	i
CCC(=NC1CCN(Cc2ccccc2)CC1)c1c(O)[nH]c(=O)[nH]c1=O	2%	0%	-21%	-0.4%	-8%	-1.4	-13%	-14%	?
Cc1cc(C)cc(-n2c(=O)[nH]c3ccccc3c2=O)c1	13%	.	4%	0.1%	5%[9.27 µM]	.	-2%	-5%	?
COc1ccccc1C1C([N+](=O)[O-])=C(N)Oc2c1c(=O)oc1ccccc21 (stereo not given)	35%[activator]	4%	9%	0.2%	-4%	-0.8	4%	-6%	i
O=C(Nc1ccc(OC(=O)N2CCCCC2)cc1)N1CCOCC1	-15%	3%	-12%	-2.5%	9.2µM*	-1.8	?	-3%	i
COC(=O)[C@H](Cc1ccccc1)N(Cc1ccccc1)S(=O)(=O)N(Cc1ccccc1)[C@@H](Cc1ccccc1)C(=O)OC	-18%	-3%	-12%	4.4%	-28%	-0.4	9%	1%	i
CC(C)NS(=O)(=O)c1ccc(OCC(=O)N2CCN(Cc3ccccc3)CC2)cc1	-10%	9%	-6%	2.4%	-13%	-2.1	-13%	9%	i
Cc1cccc(NP2(=O)NCCCN2)c1	0%	16%	-3%	3.4%	?	-0.6	10%	2%	i
C[C@@H]1CN([C@H](C)CO)C(=O)CCCn2nncc2CO[C@H]1CN(C)C(=O)Oc1ccccc1	-6%	2%	-8%	-0.7%	.	-2.3	-13%	.	i

Ordered by heavy-atom count (highest first): part of the list above.
SMILES	TGFb inhibitor	EPAC2 ag	HepG2 viability	Nrf2 ARE act	Nrf2 block	IL-2 act	ATXN2 expr inh	A549 tox	ATXN viability
CCCc1cc(=O)oc2cc(OCC(=O)N3C[C@H]4C[C@@H](C3)c3cccc(=O)n3C4)ccc12	23%	1%	-9%	-0.8%	0%	0.3	-10%	-1%	i
O=C(/C=C/c1c[nH]c2ccccc12)c1c(O)n(CCc2ccccc2)c(=O)[nH]c1=O	106%[activator]	-14%	-16%	6.5%	-11%	15	29%	-17%	.
Cn1c(N)c(C(=O)COC(=O)Cc2ccccc2)c(=O)n(C)c1=O	-8%	0%	-15%	0.1%	3%	-0.2	-1%	2%	i
COc1ccc(/C=C/C=C2C(=O)NC(=S)NC2=O)cc1	-2%	1%	-10%	3.5%	?	0.9	?	-14%	?

Whole records, quoted from the list. Order of values: TGFb inhibitor | EPAC2 ag | HepG2 viability | Nrf2 ARE act | Nrf2 block | IL-2 act | ATXN2 expr inh | A549 tox | ATXN viability
CCCc1cc(=O)oc2cc(OCC(=O)N3C[C@H]4C[C@@H](C3)c3cccc(=O)n3C4)ccc12 reads 23% | 1% | -9% | -0.8% | 0% | 0.3 | -10% | -1% | i
Cc1noc(C)c1COc1ccc(C(=O)NCC2(N(C)C)CCCCC2)cc1 reads -6% | 1% | -22% | 6.4% | . | -2.8 | . | . | i
